High-throughput results deposited in PubChem BioAssay by National Center for Advancing Translational Sciences (NCATS).
Eya2 inh: inhibitors of human Eya2 phosphatase activity; 330,000 compounds, 0.006% hits; recombinant Eya2, OMFP fluorescence dephosphorylation (OMFP is methylfluorescein phosphate); AID 488837; Potency, µM (series often up to 76.9 µM), for the others: top-dose activity, negative = inhibition, usual class: inhibitors; note: potency is the fitted concentration of half-maximal effect; % is set by controls: 0 for no effect and ±100 for the full control effect
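Eya2 protein (added as 0.2 uM solution) was preincubated with compound for 10 min at ambient temperature in 50 mM HEPES pH 7.5, 50 mM NaCl, 5 uM MgCl2, 0.05% BSA, 1 mM DTT. OMFP (added at 50 uM) then reacted 10 min; fluorescence read at 485/525 nm.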
ELG1 repair inh: blocks ELG1-dependent DNA repair in HEK293T cells; 330,000 compounds, 2.3% hits; HEK293T ELG1-luciferase reporter, luminescence, 16 h; DNA damage induced by 5-fluorouridine; AID 504467; Potency, µM (doses to about 46.1 µM), for the others: at the top dose activity change, negative = inhibition, actives largely listed as inhibitors; note: potency is the fitted concentration of half-maximal effect; % is set by controls: 0 for no effect and ±100 for the full control effect; nearly all actives have a fitted effect of over 55% in size
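5-Fluorouridine DNA damage + compound/DMSO, 2,000 cells/well, 16 h, 37 °C/5% CO2. ONE-Glo, 30 min RT, luminescence. Readout = decrease in reporter signal.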
TCR activator: activators of T cell receptors; primary human leukocytes, anti-CD3, IL-2 HTRF, 48 h; Potency, µM (titrated, usually from 9.22 µM), without a hit: top-dose activation of IL-2 secretion, hits mostly activators; 330,000 tested, under 10 active; AID 504894; note: % of control where 0% means no effect
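Activity was scored as IL-2 release from primary human leukocytes given only a TCR signal (a-CD3 beads) plus compound for 48 hr. Detection used a two-antibody HTRF format read at 665nm.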
TSHR antag: blocks TSH signaling through the human TSH receptor; P16473; TSHR-expressing cells, TSH-stimulated cAMP HTRF, 2 h; active compounds read low; activity change, negative = inhibition, % at 11.5 µM; 330,000 compounds, 0.2% hits; AID 504810;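 active = activity change below a set negative limit, meaning inhibition stronger than a set level, cut at about -70% in these data; inconclusive = activity change between two set negative limits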; note: % is set by controls: 0 for no effect and ±100 for the full control effect
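Freshly harvested TSHR cells receive pin-tooled compound, then EC80 TSH at 4nM final. After 2 hours at 37 deg C, antibody in lysis buffer and cAMP-d2 are added; 30 minutes at ambient temperature precede the HTRF read.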
USP2a inh: blocks human ubiquitin-specific protease USP2a; USP2 core, Ub-CHOP2 coupled fluorogenic reporter, 485/531; Potency, µM (doses to about 38.3 µM), for the others: at the highest dose activity change, negative = inhibition, hits mostly inhibitors; 330,000 compounds, 0.01% hits;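 note: potency is the fitted concentration of half-maximal effect; plate controls were DMSO wells for no effect and full inhibition by NEM control for full effect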
Target sequence (O75604 whole entry, looked up): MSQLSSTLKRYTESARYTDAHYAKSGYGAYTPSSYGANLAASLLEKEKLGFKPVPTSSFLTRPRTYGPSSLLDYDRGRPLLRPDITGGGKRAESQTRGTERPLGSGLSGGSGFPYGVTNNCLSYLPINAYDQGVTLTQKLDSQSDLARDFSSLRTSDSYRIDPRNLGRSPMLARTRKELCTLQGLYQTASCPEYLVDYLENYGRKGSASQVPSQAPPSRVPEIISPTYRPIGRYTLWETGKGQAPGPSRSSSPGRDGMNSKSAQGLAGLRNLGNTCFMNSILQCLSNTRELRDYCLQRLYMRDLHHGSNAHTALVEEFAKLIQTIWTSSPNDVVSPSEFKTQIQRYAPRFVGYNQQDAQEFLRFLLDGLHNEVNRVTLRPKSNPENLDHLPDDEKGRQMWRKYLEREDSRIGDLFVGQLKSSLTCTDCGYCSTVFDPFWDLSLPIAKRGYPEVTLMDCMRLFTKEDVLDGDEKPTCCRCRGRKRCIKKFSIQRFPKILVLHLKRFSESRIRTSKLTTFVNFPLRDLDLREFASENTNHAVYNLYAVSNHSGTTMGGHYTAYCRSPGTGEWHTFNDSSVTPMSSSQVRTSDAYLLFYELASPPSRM
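Cell-free coupled assay: 10nM USP2 core preincubated 30min RT with compound in Tris-HCl pH 8.0/CaCl2/CHAPS buffer, then 25nM Ub-CHOP2 and 25nM reporter substrate; fluorescence (Ex 485/Em 531) read after 60min RT, normalized to NEM inhibition, concentration-response curves fitted.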
BCR signal inh: inhibitors of chronic active B-cell receptor signaling. ABC-DLBCL IkBa-CBG/CBR reporter, luminescence ratio, 4 h. Potency, µM (highest dose often 46.1 µM), without a hit: at the top dose ratio change, negative = lower green/red ratio, most hits filed as inhibitors. 340,000 compounds, 0.05% hits. AID 493014; active = well fitted inhibition curve with a large enough effect in the signal ratio, with a control signal flat, not every such curve was filed as active; inconclusive = small, poorly fitted or top-dose-only effect, or effect the other way, or a change in a side signal; the % refers to the signal ratio;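 note: potency is the fitted concentration of half-maximal effect; plate controls were basal doxycycline-induced cells for no effect and cells given 10 µM MG132 for full effect; MG132 reads +100%, hits lower the ratio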
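TMD8 human ABC-DLBCL cells with doxycycline-inducible IκBα–green luciferase fusion and unfused red luciferase, in 0.5% FBS medium; compounds up to 46 uM, 4 h at 37C. Green/red luminescence ratio, filter-overlap corrected, fitted to concentration-response curves.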
Tb PFK block: inhibitors of T. brucei phosphofructokinase; O15648; T. brucei PFK, ADP-Glo luminescence; Potency, µM (doses to about 57.5 µM), for the others: at the highest dose activity, negative = inhibition, most hits filed as inhibitors; 330,000 compounds, 0.17% hits;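 note: potency is the fitted concentration of half-maximal effect; 0% = uninhibited 1x PFK enzyme wells and -100% = no-enzyme wells; nearly all actives have a fitted effect of over 60% in size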
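PFK 1.25 nM, F6P 0.5 mM, ATP 0.1 mM, 0.1 M TEA pH 8.0, 5 mM MgCl2, 0.01% Tween20, 0.1% BSA; 45 min RT. ADP-Glo readout. qHTS titration up to 57 uM; curves fitted, compounds curve-classed.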
TSG101-PTAP inh: blocks PTAP/TSG101 interaction to inhibit HIV-1 budding; Q99816; Fluorescence polarization, FITC-PTAP peptide / Tsg101 binding; Potency, µM (series often up to 115 µM), for inactives: top-dose activity change, negative = inhibition, most hits filed as inhibitors; 340,000 tested, under 10 active; active = well fitted inhibition curve with a large enough effect in the main read-out, with a control signal flat, not every such curve was filed as active; inconclusive = small, poorly fitted or top-dose-only effect, or effect the other way, or a change in a side signal; inactive = no such curve, though single readings can be large or run the other way; note: potency is the fitted concentration of half-maximal effect; % of control where 0% means no effect
Target sequence (Q99816 whole entry, looked up): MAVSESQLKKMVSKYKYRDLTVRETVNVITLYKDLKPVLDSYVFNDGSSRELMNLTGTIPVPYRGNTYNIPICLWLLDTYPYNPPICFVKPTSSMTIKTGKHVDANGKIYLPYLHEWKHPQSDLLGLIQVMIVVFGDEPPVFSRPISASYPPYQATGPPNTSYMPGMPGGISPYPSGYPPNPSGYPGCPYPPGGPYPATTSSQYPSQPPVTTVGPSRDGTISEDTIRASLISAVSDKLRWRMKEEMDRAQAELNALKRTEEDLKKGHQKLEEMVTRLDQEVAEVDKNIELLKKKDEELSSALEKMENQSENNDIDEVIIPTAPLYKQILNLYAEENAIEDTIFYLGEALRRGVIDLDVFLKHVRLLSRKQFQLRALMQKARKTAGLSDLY
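Steps: Tsg101 binding domain dispensed (10 uM final), compounds pinned in DMSO, FITC-labeled PTAP-motif peptide added (50 nM final); after 20 min binding at room temperature, polarization measured.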
uPA surface inh: blocks generation of uPA at the cell surface; Potency, µM (titrated, usually from 38.3 µM), without a hit: at the top dose activity change, negative = inhibition, most hits filed as inhibitors; cell surface uPA generation assay, qHTS; 330,000 compounds, 0.31% hits; active = well fitted inhibition curve with a large enough effect; inconclusive = small, poorly fitted or top-dose-only effect; inactive = no such curve, though single readings can be large or run the other way; tested in mouse RAW 264.7 cells; note: potency is the fitted concentration of half-maximal effect; % is set by controls: 0 for no effect and ±100 for the full control effect; nearly all actives have a fitted effect of over 55% in size
B2AR arrestin: beta2AR (human) beta-arrestin recruitment activity. P07550. Potency, µM (top dose mostly 46.1 µM), without a hit: top-dose activation, hits mostly activators. beta-arrestin recruitment to beta2AR, cell-based reporter. 330,000 compounds, 0.02% hits. AID 492947;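 note: potency is the fitted concentration of half-maximal effect; 0% = DMSO controls and full agonism = EC100 isoproterenol or metaproterenol; nearly all actives have a fitted effect of over 65% in size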
Mito fusion yeast: blocks mitochondrial division or promotes mitochondrial fusion | S. cerevisiae fusion-defective mutant growth rescue, CellTiterGlo 48 h | 320,000 compounds, 0.23% hits | Potency, µM (titrated, usually from 46.1 µM), inactives show top-dose growth rescue (activation), hits mostly activators;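 note: potency is the fitted concentration of half-maximal effect; % of control where 0% means no effect; nearly all actives have a fitted effect of over 45% in size; temperature-sensitive fusion mutants such as fzo1-1 at 37 °C on non-fermentable ethanol glycerol medium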
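Yeast fusion mutant, YPEG (non-fermentable carbon), compound, 48 h at 37C non-permissive; CellTiterGlo added, 10 min RT, luminescence read. Rescued growth = division inhibition.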
Numbers without * were called inactive; u = inconclusive; x = not tested or not shown; [ ] = remark or other dose. Unless noted, calls come from the whole dose curve; as a rule, active = well fitted curve in the direction sought with a large enough effect; inconclusive = small, poorly fitted or top-dose-only effect, or another doubt; inactive = no such curve, though single readings can be large; an effect the other way counts as inactive or inconclusive.

molecule,Eya2 inh,ELG1 repair inh,TCR activator,TSHR antag,USP2a inh,BCR signal inh,Tb PFK block,TSG101-PTAP inh,uPA surface inh,B2AR arrestin,Mito fusion yeast
O=C(CN1C(=O)NC2(CCCCCCC2)C1=O)NCc1ccc(F)cc1,5%,-2%,-2%,x,3%,1%,7%,-4%,0%,-0.2%,x
O=c1[nH]c(=O)c2cc([N+](=O)[O-])cc([N+](=O)[O-])c2[nH]1,5%,u,4%,-6,-5%,13%,3%,-4%,-5%,-0.1%,-10%
O=C(CSc1nnnn1-c1ccccc1)NCc1ccco1,-10%,15%,-5%[46.1 µM],2,0%,-7%,-3%,-1%,0%,0.1%,-6%
Cc1oc(-c2ccccc2F)nc1CS(=O)(=O)CC(=O)NC1CCCC1,10%,u,0%,6,1%,0%,-4%,0%,15%,-0.2%,-2%
COc1ccc(CCNc2nncc(=O)[nH]2)cc1OC,21%,17%,-6%,5,2%,4%,-6%,-5%,6%,-0.1%,-2%
Brc1ccc2ncnc(NCc3ccccc3)c2c1,12%,4.1µM*,-4%,-39,1%,20%,2%,-4%,-11%,0.0%,11%
COc1ccc(NC(=O)COC(=O)Cc2ccccc2[N+](=O)[O-])cc1OC,0%,11%,11%,0,0%,2%,-2%,-1%,-23%,0.0%,-3%
O=S(=O)(/C=C/c1cccc(Br)c1)N1CCOCC1,-15%,24%,4%,0,-2%,-3%,-1%,-3%,-4%,-0.2%,12%
CCCC(=O)NC(C)c1nc2ccccc2[nH]1 (stereo unspecified),12%,12%,-6%,10,1%,17%,-2%,-7%,0%,-0.2%,-3%
CCC(CC)NC(=O)COC(=O)CCC(=O)c1ccc(Cl)cc1,-12%,5%,-1%,-11,2%,1%,3%,1%,x,0.1%,7%
COc1ccccc1NC(=O)c1ccc(CSc2ncccn2)cc1,9%,17%,x,-22,6%,u,0%,x,x,-0.1%,7%
Cc1ccc(CNC(C)c2ccccc2)cc1 (stereo unspecified),2%,-18%,0%[46.1 µM],0,2%,1%,-1%,-4%,-4%,-0.1%,-5%
C=CC[C@H](CC(=O)NCCO)C(=O)NCCOC(=O)[C@@H](CC=C)CC(=O)OC(C)(C)C,-3%,20%,1%,4,0%,0%,0%,-2%,-1%,-0.1%,x
CC1C/C(=N\NC(=O)CCc2ccc(S(=O)(=O)N3CCOCC3)cc2)CC(C)(C)C1 (stereo unspecified),-5%,-5%,2%[46.1 µM],-7,5%,1%,-1%,0%,1%,-0.8%,-7%
NC(=O)c1nsc(C(=O)N(c2cccc(F)c2)C(C(=O)NC2CCCC2)c2ccco2)c1N (stereo unspecified),2%,u,1%,6,1%,8%,1%,0%,4%,0.0%,11%
COc1ccc(C2C(C(C)=O)=C(C)Nc3ncnn32)c(OC)c1OC (stereo unspecified),-2%,12%,2%,-6,4%,2%,-1%,-4%,1%,-0.9%,-8%
COc1ccccc1C1CCN(C(=O)c2ccccc2)CC1,-1%,-5%,-3%,-18,-2%,-4%,2%,-1%,4%,-0.5%,-11%
CC12CCC(=O)N1C(C(=O)Nc1cc(Cl)ccc1N1CCCC1)CS2 (stereo unspecified),0%,-22%,2%,-3,2%,0%,-3%,-1%,4%,0.0%,10%
O=C(c1c(Cl)nc2sccn12)N1CCN(c2cccc(Cl)c2)CC1,-11%,u,-1%,-17,-1%,-2%,-25%,-6%,-11%,0.3%,2%
Cc1ccc(SC(C)c2nc(-c3cccnc3)no2)cc1 (stereo unspecified),-15%,8%,4%,-38,-3%,u,-2%,1%,4%,-0.3%,8%
O=C(CSc1nnc2ccccn12)Nc1ccc2c(c1)OCO2,-5%,u,-5%,-9,-8%,-5%,-5%,0%,-1%,-0.1%,3%
Cc1ccc(-c2c(C(=O)O)c(C(=O)O)c3n2CCC3)cc1,-13%,-4%,0%,1,3%,8%,4%,-2%,-7%,0.3%,-6%
Cn1c(Cc2cccs2)nnc1SCC(=O)Nc1ccc(C(N)=O)cc1,3%,-4%,-4%,0,2%,0%,-6%,-2%,-10%,0.0%,-2%
CC(Sc1nnc(-c2ccncc2)n1-c1ccc(F)cc1)C(=O)NC1CC1 (stereo unspecified),2%,11%,0%,9,-5%,-5%,0%,-4%,-26%,0.2%,0%
O=C(CN(c1cccc([N+](=O)[O-])c1)S(=O)(=O)c1ccccc1)N1CCCCC1,-17%,16%,4%,9,1%,6%,-1%,1%,-5%,0.6%,1%
CC(=O)c1cccc(NC(=O)c2ccccc2N(Cc2ccccc2)S(C)(=O)=O)c1,-2%,-28%,4%,20,-1%,-2%,-7%,-8%,1%,-0.2%,1%
O=C(c1ccccc1)N1CCN(Cc2ccccc2C(F)(F)F)CC1,-5%,-12%,-8%,-20,-1%,0%,-10%,-5%,x,0.2%,-1%
Cc1ccccc1OCCCCN1CCCCC1,3%,4%,13%,6,0%,1%,1%,-3%,6%,0.4%,1%
C/C(N)=C(/C#N)C(=O)COC(=O)CCSc1ccccc1Cl,-34%,0%,-16%,8,7%,u,-4%,-4%,-2%,-0.1%,5%
Cc1ccc(NNS(=O)(=O)c2ccc(C)cc2)cc1,-2%,7%,-7%,1,0%,-5%,u,1%,-4%,-0.4%,-8%
COc1ccc(C2C(C(=O)Nc3ccc(OC)c(OC)c3)c3ccccc3C(=O)N2C)cc1 (stereo unspecified),12%,-14%,3%,-3,3%,-2%,0%,-1%,-4%,0.3%,-10%
C/C(=N\NC(=O)C1CC1)c1ccc(OC(F)F)cc1OC(F)F,11%,6%,0%,5,-2%,4%,0%,-8%,-1%,-0.5%,10%
Cc1ccc(OCCCCN2CCCCC2)c(C)c1,5%,-3%,3%,7,3%,1%,1%,-4%,9%,-3.4%,0%
O=C(NCCS(=O)(=O)N1CCN(c2ccccc2)CC1)C1CC1,17%,18%,-11%,15,1%,6%,-16%,-3%,-8%,0.3%,-3%
CC(=O)Nc1ccc(NC(=O)c2cc(-c3ccc(C)c(C)c3O)n[nH]2)cc1,0%,-16%,8%,12,-6%,u,1%,-4%,-9%,0.4%,7%
CC(C)(C)n1ncc2c(=O)n(CC(=O)N3CCN(c4ccccc4)CC3)cnc21,-4%,5%,-2%,-2,-5%,-2%,0%,0%,6%,-0.2%,-2%
O=C(Nc1ccc2c(c1)OCO2)Nc1ccc(Br)cn1,9%,u,17%,17,4%,u,-6%,-4%,x,-1.7%,-7%
CCC(C)NC(=O)c1cc(CC(C)C)on1 (stereo unspecified),4%,u,-3%[46.1 µM],19,3%,u,-3%,-1%,8%,0.5%,0%
COc1ccccc1CCC(=O)OCC(=O)Nc1ccc(S(N)(=O)=O)cc1,-4%,4%,-6%,23,-5%,u,-1%,1%,-3%,0.1%,19%
Cc1ccc(S(=O)(=O)N(C)C)cc1NC(=O)COC(=O)C1CCCC1,-26%,u,-5%,-7,0%,2%,0%,-5%,-4%,0.0%,2%
N#Cc1c2c(c(NCc3cccnc3)n3c1nc1ccccc13)CCC2,6%,-5%,-2%,-19,-1%,16%,1%,-7%,2%,0.2%,-2%
CCn1c(C(=O)NCCCc2ccccc2)cc2sccc21,-3%,-7%,-11%,-2,-1%,4%,9%,-3%,-1%,-0.3%,u
CC(C)CCOc1ccc(NC(=O)C2OC3OC(C)(C)OC3C3OC(C)(C)OC23)cc1 (stereo unspecified),-11%,-5%,-14%,x,3%,-5%,0%,-3%,1%,-0.1%,0%
CCCCn1c(SCC(=O)N2CCCC2)nnc1-c1ccccc1,14%,-6%,x,9,1%,u,5%,-8%,1%,-0.2%,-4%
